Screening results (PubChem BioAssay)
KCNK3 block – human KCNK3 channel inhibition, primary screen; CHO-KCNK3 thallium flux, FluxOR fluorescence; stronger effect = lower value; B-score at 10 µM; hit rate 0.84% among 340,000; AID 602410;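 active = B-score under library mean minus 4 SD, starting fluorescence ratio at most library mean plus 5 SD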;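 note: more negative B-score means stronger inhibition of thallium flux through KCNK3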
SKKanGAS inh – SKKanGAS growth inhibition; S. pyogenes SKKanGAS, kanamycin growth, BacTiter-Glo, 6 h; inhibition, % at 7.5 µM; hit rate 1.3% among 300,000; AID 1662;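 active = mean replicate score, as percent of positive control median, at least 50; inconclusive = mean below 50 but one replicate at or above 50; inactive = mean and every replicate below 50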;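 note: strain carries kanamycin resistance gene driven by streptokinase promoter and grows in 40 µg/ml kanamycin; loss of luminescence reflects streptokinase promoter inhibition or plain growth inhibition; 0% = median of DMSO wells and 100% = positive control at its reference dose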
KCNQ1 act – potentiates or activates the human KCNQ1 potassium channel; B-score at 10 µM; P51787; hit rate 0.35% among 310,000; CHO-K1 KCNQ1, thallium flux FluxOR fluorescence; stronger effect = higher value; AID 2648;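 active = fluorescence ratio B-score, a plate-corrected score, at least three library SD, with initial intensity B-score within 5 SD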
Target sequence (P51787 whole entry, looked up): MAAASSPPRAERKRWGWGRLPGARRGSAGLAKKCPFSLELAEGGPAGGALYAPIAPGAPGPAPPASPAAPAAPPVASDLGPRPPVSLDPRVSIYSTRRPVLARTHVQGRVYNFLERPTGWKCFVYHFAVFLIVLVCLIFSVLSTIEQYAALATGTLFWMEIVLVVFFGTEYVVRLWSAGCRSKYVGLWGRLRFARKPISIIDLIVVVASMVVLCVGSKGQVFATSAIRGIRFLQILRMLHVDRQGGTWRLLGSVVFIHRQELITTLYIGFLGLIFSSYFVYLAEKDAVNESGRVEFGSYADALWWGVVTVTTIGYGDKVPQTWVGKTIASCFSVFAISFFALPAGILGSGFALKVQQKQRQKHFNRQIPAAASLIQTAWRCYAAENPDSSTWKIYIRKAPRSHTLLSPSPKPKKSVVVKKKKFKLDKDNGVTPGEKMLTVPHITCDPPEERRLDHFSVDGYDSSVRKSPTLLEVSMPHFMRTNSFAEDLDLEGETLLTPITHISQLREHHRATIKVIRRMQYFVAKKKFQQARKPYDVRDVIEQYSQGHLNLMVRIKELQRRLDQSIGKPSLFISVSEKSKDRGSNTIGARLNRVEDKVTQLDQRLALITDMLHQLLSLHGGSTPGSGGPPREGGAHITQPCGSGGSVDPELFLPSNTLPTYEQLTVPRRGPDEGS
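Assay system: stable KCNQ1 CHO-K1 line; medium: assay buffer, equal DMSO in all wells; timing: 90 min dye loading and 20 min compound exposure, both at room temperature; technique: kinetic FluxOR thallium fluorescence, 10-s 1-Hz baseline, 110-s post-stimulus read; read-out basis: B score of baseline-normalized fluorescence ratio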
RGS4 pot – potentiators or activators of RGS4; hit rate 0.92% among 310,000; B-score at 10 µM; HEK293 M3R/inducible RGS4, carbachol calcium flux Fluo4; stronger effect = lower value;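 active = B-score of the integrated calcium signal more than 4 SD below the library mean, with starting fluorescence not abnormally high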;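 note: negative B-score means reduced calcium response which marks RGS4 activation or potentiation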
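System – HEK293 FlpIn-TREx cells, stable M3R, doxycycline-inducible RGS4 · Reagent – ECmax carbachol challenge · Times – compound preincubation 20 min at room temperature before agonist · Technique – Fluo4 fluorescence kinetic imaging of calcium · Measure – B score of integrated Fluo4 ratio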
RGS4 inh – human RGS4 inhibition; P49798; HEK293 M3R/RGS4 inducible, Fluo-4 calcium flux; stronger effect = higher value; triggered by carbachol at its EC20; B-score at 10 µM; hit rate 0.45% among 310,000;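 active = B-score, a plate-corrected calcium signal, over three deviations above library mean, with baseline fluorescence within five deviations of library mean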;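 note: RGS4 expression induced by doxycycline in cells with stable M3 receptor; B-score is computed from the integrated fluorescence ratio over baseline after carbachol; higher B-score means a larger calcium signal and so more RGS4 inhibition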
hERG rescue – hERG (human) protection from proarrhythmic block | hit rate 0.51% among 310,000 | activation (rescue from dofetilide block), less the hit threshold, % at 10 µM | AID 1511 | Q12809 | CHO-hERG, FluxOR thallium flux, dofetilide IC70 present;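 active = activation above the mean of controls blocked by dofetilide plus 5 SD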;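 note: thallium influx through hERG after potassium depolarization seen as dye fluorescence rise; in these data hits start at about 4.7%; inactives centre near -7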
HDAC3 inh – blocks human histone deacetylase 3. inhibition, % at 8.3 µM. recombinant HDAC3, fluorogenic peptide/trypsin coupled, fluorescence. hit rate 0.15% among 320,000; in the data active = inhibition above about 26%, passing the limit was not always enough; inconclusive = no clear call, values can overlap the other calls
Target sequence (O15379 whole entry, looked up): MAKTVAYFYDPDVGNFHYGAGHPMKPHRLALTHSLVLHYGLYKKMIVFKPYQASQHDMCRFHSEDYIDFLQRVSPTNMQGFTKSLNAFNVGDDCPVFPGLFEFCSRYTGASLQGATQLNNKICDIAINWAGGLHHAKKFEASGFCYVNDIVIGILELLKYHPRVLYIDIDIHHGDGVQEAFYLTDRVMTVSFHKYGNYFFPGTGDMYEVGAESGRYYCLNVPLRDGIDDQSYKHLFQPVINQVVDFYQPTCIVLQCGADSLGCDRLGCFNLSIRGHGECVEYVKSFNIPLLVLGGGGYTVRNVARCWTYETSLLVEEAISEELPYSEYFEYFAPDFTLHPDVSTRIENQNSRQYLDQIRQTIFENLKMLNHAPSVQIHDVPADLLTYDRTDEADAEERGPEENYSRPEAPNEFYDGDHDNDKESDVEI
KCNQ1 block – inhibitors of human KCNQ1 potassium channel; P51787; CHO-K1 KCNQ1, FluxOR thallium flux fluorescence; stronger effect = higher value; B-score at 10 µM; hit rate 1.3% among 310,000;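 active = compounds whose thallium flux B-score, printed positive for inhibition, exceeds three library SD while starting fluorescence stays within three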;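 note: channel opened by potassium depolarization with thallium stimulus after 20 min compound exposure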
ANO1 activ – mouse TMEM16A channel activation, primary screen. Q8BHY3. HEK293 TMEM16A/YFP-H148Q/I152L, iodide quench fluorescence; stronger effect = lower value. B-score at 10 µM. hit rate 0.3% among 340,000. AID 623877;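 active = fluorescence-ratio B-score plate-corrected deviation score at least 3 library SD below zero, with starting fluorescence score within 5 deviations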;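 note: channel opened by trigger with iodide after compound preincubation; score built on the fluorescence ratio of max minus min over baseline; more negative score means more quench and so TMEM16A activation or potentiation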
ANO1 block – inhibitors of mouse TMEM16A calcium-activated chloride channel; HEK293 TMEM16A/YFP iodide influx fluorescence, ionomycin; hit rate 1.2% among 310,000; Q8BHY3; normalized B-score (activity score, 25-100; higher = stronger inhibition) at 10 µM;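 active = ratio plate-corrected score three or more library SD toward inhibition, starting fluorescence score within five deviations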;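 note: score derived from kinetic fluorescence span divided by baseline fluorescence per well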
KCNK9 inh – blocks the human KCNK9 two-pore domain potassium channel; HEK293 KCNK9, FluxOR thallium flux fluorescence; stronger effect = lower value; B-score at 10 µM; hit rate 1.2% among 310,000;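 active = ratio B-score over 3 SD below the library mean, with starting fluorescence within 5 SD of its mean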;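 note: negative B-score means less thallium flux so channel inhibition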
* hit, by the source's call; i = inactive; ? = inconclusive; . = no result given. The order is random; any-hit rate near 6.3%.

Below each compound: RGS4 inh	KCNK3 block	KCNQ1 block	SKKanGAS inh	ANO1 block	KCNQ1 act	hERG rescue	RGS4 pot	KCNK9 inh	ANO1 activ	HDAC3 inh
CCOCCCNc1ccc(N2C(=O)CCCC2=O)cc1[N+](=O)[O-]
→ i	i	i	-3	i	i	-6	i	i	i	0
C/C(=N/NC(=O)Cc1c(C)[nH][nH]c1=O)c1ccc(O)cc1
→ i	i	i	-2	i	i	-4	i	i	i	-1
COc1ccc(N(Cc2cc3ccccc3[nH]c2=O)S(C)(=O)=O)cc1
→ i	i	i	-2	i	i	-3	i	i	i	-7
O=C(O)c1ccccc1C(=O)NC1=NN(c2ccccc2)CC1
→ i	i	i	-2	i	i	-6	i	i	.	-2
CCN(CC)S(=O)(=O)c1ccc(C(=O)Oc2ccc3c(c2)OCO3)cc1
→ i	i	i	-9	i	i	-7	i	i	i	-1
CCC1CCCCN1CCCNC(=O)C1CCN(c2nnc(-n3cccc3)s2)CC1 (configuration not stated)
→ i	i	i	1	i	i	-9	i	i	i	2
CCOC(=O)CN(C(=O)CSc1nnc(CNc2ccc(C)cc2C)o1)c1ccccc1
→ i	i	i	4	i	i	-15	i	i	i	0
Cc1nn(Cc2ccc(Cl)cc2)c2sc(C(=O)O)cc12
→ i	i	i	4	i	i	-2	i	i	i	-1
CCOC(=O)c1ccc(NC(=O)CN2C(=O)CCC2=O)cc1
→ i	i	i	.	i	i	-4	i	i	i	6
Cc1ccc(CNS(=O)(=O)c2ccc3c(c2)C(C)(C)C(=O)N3C)cc1
→ i	i	i	-1	i	i	-7	i	i	i	2
O=C(COC(=O)c1oc2ccccc2c1COc1ccccc1)NCCN1C(=O)CSC1=O
→ i	i	i	5	i	i	-8	i	i	i	-2
Cc1ccc(C)c(N2CCN(S(=O)(=O)c3ccc4c(c3)OCCO4)CC2)c1
→ i	i	i	0	i	i	-7	i	i	i	2
CSc1ccccc1C(=O)NC1CCSc2ccccc21 (configuration not stated)
→ i	i	i	14	i	i	-9	i	i	i	0
CC1(C)Cc2c(C#N)c(SCCC#N)nc(N3CCOCC3)c2CO1
→ i	i	i	1	i	i	-2	i	i	i	3
CC(C)NC(=O)c1cc(-c2ccco2)on1
→ i	i	i	6	i	i	-6	i	i	i	-2
CC(=O)Nc1ccc(-c2nnc(SCC(=O)NCc3ccco3)n2C)cc1
→ i	i	i	-21	i	i	-14	i	i	i	3
CC(C)(C)OC(=O)[C@H](Cc1ccccc1)NC(=O)c1[nH]cnc1C(=O)N[C@@H](Cc1ccccc1)C(=O)OCc1ccccc1
→ i	i	i	15	i	i	-7	i	i	i	-1
CCOC(=O)COc1ccc2ccccc2c1/C=C/[N+](=O)[O-]
→ i	i	i	11	i	i	-23	i	i	i	2
CCCCN(C(C)=O)C1CC(=O)N(c2ccc(OCCC)cc2)C1=O (configuration not stated)
→ i	i	i	-2	i	i	-14	i	i	i	2
Cc1ccc(C)n1-c1cccc(NC(=O)c2ccccc2)c1
→ i	i	i	2	i	i	-10	i	i	i	-3
CC1CC(C)CN(C(=O)C2CCC(CNc3c(N4CCCCC4)c(=O)c3=O)CC2)C1 (configuration not stated)
→ i	i	i	0	i	i	-16	i	i	i	14
COC(=O)C(C(=O)Nc1ccccc1C)C1CCCC1 (configuration not stated)
→ i	i	i	-7	i	i	-4	i	i	i	-7
COc1cc(/C=C2\SC(=S)N(N3CCOCC3)C2=O)ccc1O
→ i	i	i	-5	i	i	-6	i	i	i	2
COc1c2ccc(C(=O)NCCCCc3ccccc3)cc2nn1C
→ i	i	i	-6	i	i	-6	i	i	i	-25
O=C(Nc1cc(C(F)(F)F)ccc1N1CCOCC1)c1c(F)c(F)c(F)c(F)c1F
→ i	i	i	6	i	i	-3	i	i	i	1
Cc1cc(=O)oc2c3c(cc(OCC(=O)NCc4ccccn4)c12)OC(C)(C)CC3
→ i	i	i	-1	i	i	-21	i	i	i	-91
CN(C)Cc1nc2c(c(=O)[nH]1)C(C)(C)Cc1ccccc1-2
→ i	i	i	1	i	i	2	i	i	i	0
COc1ccc(C2=NS(=O)(=O)N(C)C(C(=O)N3CCOCC3)=C2)cc1OC
→ i	i	i	0	i	i	-10	i	i	i	-2
COCCn1c(C)c(C)c2c(NCCc3ccccc3)ncnc21
→ i	i	i	-6	i	i	-4	i	i	i	0
COc1cccc(NC(=O)CNC(=O)c2ccc(OC)c(OC)c2)c1
→ i	i	i	-3	i	i	-7	i	i	i	0
COc1ccccc1Nc1cc(C(=O)N2CCc3ccccc3C2)c2ccccc2n1
→ i	.	i	13	i	i	-16	i	i	.	-1
O=C(Nc1cc(Cl)ccc1N1CCOCC1)c1cc2ccccc2o1
→ i	i	i	-3	i	i	-8	i	i	i	-2
CCn1cc(/C=C(\NC(=O)c2ccc(OC)cc2)C(=O)N2CCN(C)CC2)c2ccccc21
→ i	i	i	-3	.	i	-7	i	i	i	.
O=C(CCc1ccccc1)N=C1SC2CS(=O)(=O)CC2N1Cc1ccccc1 (configuration not stated)
→ i	i	i	0	i	i	-7	i	i	i	-1
O=C(Nc1ccccc1C(=O)N1CCOCC1)c1cc2ccccc2o1
→ i	i	i	-4	i	i	-8	i	i	i	-8
CC1(C)CC(=O)CC(=Nc2ccc3[nH]c(=O)[nH]c3c2)C1
→ i	i	i	-13	i	i	-9	i	i	i	5
COc1ccc(C(=O)Nc2ccc(NC(=O)c3ccccc3)cc2)cc1S(=O)(=O)N1CCOCC1
→ i	i	i	-1	i	i	-7	i	i	i	-5
O=C(Cn1cc(SCc2ccc(F)cc2)c2ccccc21)N1CCOCC1
→ i	i	i	-1	i	i	-13	i	i	i	-3
CC(C)CC(=O)NC(=S)Nc1ccc(N2CCN(C(=O)c3cccs3)CC2)cc1
→ i	i	i	16	i	i	-4	i	i	i	1
CCOC(=O)C1=NOC2C3CC(C12)C1C(=O)N(CCc2ccc(OC)c(OC)c2)C(=O)C31 (configuration not stated)
→ i	i	i	8	i	i	-13	i	i	i	-1
O=C(O)c1ccccc1N=Nc1ccc(O)cc1
→ i	i	i	3	i	i	-7	i	i	i	4
O=C1c2ccccc2NC(c2ccc(O)cc2)N1Cc1ccco1 (configuration not stated)
→ i	i	i	-4	i	i	-6	i	i	i	-23
CC(=O)NNc1ncnc2c1cnn2-c1ccc(C)c(C)c1
→ i	i	i	-2	i	i	-18	i	i	i	3
O=C(Cn1c(C(F)(F)F)nc2ccccc21)c1ccc(Cl)cc1
→ i	i	i	0	i	i	-6	i	i	i	2
C=C1CCC2[C@](C)(CO)[C@H](O)CC[C@@]2(C)[C@@H]1C/C=C1\C(=O)OC[C@H]1O (some centres not stated)
→ i	i	i	0	i	i	-11	i	i	i	3
O=C(c1sc2ccccc2c1Cl)N(Cc1ccccc1)C1CCS(=O)(=O)C1 (configuration not stated)
→ i	i	i	-1	i	i	-9	i	i	i	1
CCc1ccccc1NC(=O)CCC(=O)N1CCSc2ccccc21
→ i	i	i	2	i	i	-4	i	i	i	2
CC(C)Cc1nnc(NS(=O)(=O)Cc2ccccc2)s1
→ i	i	i	7	i	i	-7	i	i	i	-6
CCOC(=O)COc1cccc2c(=O)n(CC(=O)NCCc3ccccc3)ccc12
→ i	i	i	2	i	i	-11	i	i	i	-4
CCOC(=O)C1CCN(c2cc(C)nc3ccc(OC)cc23)CC1
→ i	i	i	-2	i	i	-13	i	i	i	-1
CC(C)CC(=O)N1CC(=O)Nc2ccc(F)cc2C1c1ccccc1 (configuration not stated)
→ i	i	i	5	i	i	0	i	i	i	1
O=C(CSc1nnc2scc(-c3ccc(Cl)cc3)n12)NCc1ccco1
→ i	i	i	-5	i	i	-10	i	i	i	1
CCCCn1c(N)c(N(CC(C)C)C(=O)c2ccc(N(C)S(=O)(=O)c3ccc(C)cc3)cc2)c(=O)[nH]c1=O
→ i	i	i	-8	i	i	-10	i	i	i	-2
O=C(COC(=O)c1ccccc1C(=O)c1ccccc1)NCCc1ccccc1
→ i	i	i	-4	i	i	-9	i	i	i	1
CCC(=O)N1CCc2cc(S(=O)(=O)NCCC(=O)NC3CCCCCC3)ccc21
→ i	i	i	-11	i	i	-7	i	i	i	?
Cc1ccc(C(=O)Nc2cc([N+](=O)[O-])ccc2F)s1
→ i	i	i	-5	i	i	-10	i	i	i	-2
Cc1ccc(N=C2C(=O)Nc3ccccc32)cc1
→ i	i	i	-5	i	i	-2	i	i	i	6
O=C(c1ccccn1)N(Cc1cc2ccccc2[nH]c1=O)C1CCCCC1
→ i	i	i	6	i	i	-2	i	i	i	1
O=c1[nH]cc(S(=O)(=O)Nc2ccc3c(c2)OCO3)c(=O)[nH]1
→ i	i	i	14	i	i	-8	i	i	i	-1
Cc1cccc2c(N=Nc3ccc(S(=O)(=O)Nc4ccc(Cl)cc4)cc3[N+](=O)[O-])c(O)[nH]c12
→ i	i	i	2	i	i	-5	i	i	i	4

Next part:
Below each compound: RGS4 inh	KCNK3 block	KCNQ1 block	SKKanGAS inh	ANO1 block	KCNQ1 act	hERG rescue	RGS4 pot	KCNK9 inh	ANO1 activ	HDAC3 inh
O=C(Nc1ccc(OCC(F)(F)C(F)F)c(C(F)(F)F)c1)c1ccccc1
→ i	i	i	9	i	i	-8	i	i	i	10
CN1CCN(CC(O)COc2ccc(Cl)cc2)CC1 (configuration not stated)
→ i	i	i	-3	i	i	-4	i	i	i	-2
NNC(=O)c1n[nH]c(=O)c2ccccc12
→ i	i	i	-5	i	i	-10	i	i	i	.
CC1Cc2nc(SCC(=O)NCCc3ccccc3)n(C)c(=O)c2S1 (configuration not stated)
→ i	i	i	-2	i	i	-1	i	i	i	6
O=C(Nc1ccccc1)C1CC2CCCC(C1)C2=O (configuration not stated)
→ i	i	i	-2	i	i	0	i	i	i	-3
O=C(NC1CCN(C(=O)Nc2ccccc2Cl)CC1)c1ccccc1
→ i	i	i	1	i	i	-12	i	i	i	-4
CC(C)(C)SCCNC(=O)CN(c1ccc(F)c(Cl)c1)S(C)(=O)=O
→ i	i	i	-2	i	i	-7	i	i	i	-5
COc1ccccc1N1CCN(S(=O)(=O)c2cn(C)nc2C)CC1
→ i	i	i	1	i	i	-9	i	i	i	.
COC(=O)c1cc(NC(C)=O)ccc1N1CCOCC1
→ i	i	i	2	i	i	-3	i	i	i	1
CN(C)c1cc[n+](CC(=O)N2CCCc3ccccc32)cc1
→ i	i	i	2	i	i	-6	i	i	i	-11
